High-throughput results deposited in PubChem BioAssay by several laboratories.
MsrA act – bovine methionine sulfoxide reductase A activation | purified bovine MsrA, absorbance read-out | 0.3% of 360,000 active | activation, % at 10.6 µM; in the data active = activation above about 7.5%;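 also: 0% = vehicle and 100% = reference activator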
TbMetRS inhib – Trypanosoma brucei MetRS inhibition | purified T. brucei MetRS, ATP depletion, Kinase-Glo luminescence | inhibition, % at 11.9 µM | 0.4% of 360,000 active;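 active = inhibition above a per-plate cutoff of the control wells' mean inhibition plus 3 SD, cut at about 5.5% in these data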;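 also: 0% = DMSO wells median and 100% = median of wells with control inhibitor compound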
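assay system = parasite MetRS enzyme | timing = 15 min preincubation, 2 h reaction, all 25 °C | evaluation = percent inhibition relative to median high and low control wells | medium = HEPES buffer containing pyrophosphatase, BSA, spermine, DTT | compound = single dose, 11.9 µM final nominal, 0.9% final DMSO | detection = Kinase-Glo luminescence, ATP depletion format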
MLLE-PAM2 inh – blocks PAM2 peptide binding to the PABP1 MLLE domain; P11940; GST-MLLE / FITC-PAM2 fluorescence polarization; inhibition, % at 20 µM; 0.36% of 360,000 active; in the data active = inhibition above about 35%, passing the limit was not always enough;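 also: plate controls were DMSO wells with GST-MLLE for no effect and wells lacking GST-MLLE protein for full effect; some results filed as inactive read as strong as hits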
Neddyl block – inhibitors of human cullin neddylation; P61081+Q13564; TR-FRET cullin neddylation, biochemical; calls only at 25 µM; 0.58% of 360,000 active; in the data active = inhibition above about 36%
Target sequence (P61081 whole entry, looked up): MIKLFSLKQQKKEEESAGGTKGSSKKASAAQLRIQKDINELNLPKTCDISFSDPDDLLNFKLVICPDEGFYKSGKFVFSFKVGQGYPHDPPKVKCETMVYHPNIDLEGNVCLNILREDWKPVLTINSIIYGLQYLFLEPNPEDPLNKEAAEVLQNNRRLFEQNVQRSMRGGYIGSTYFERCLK
Target sequence (Q13564 whole entry, looked up): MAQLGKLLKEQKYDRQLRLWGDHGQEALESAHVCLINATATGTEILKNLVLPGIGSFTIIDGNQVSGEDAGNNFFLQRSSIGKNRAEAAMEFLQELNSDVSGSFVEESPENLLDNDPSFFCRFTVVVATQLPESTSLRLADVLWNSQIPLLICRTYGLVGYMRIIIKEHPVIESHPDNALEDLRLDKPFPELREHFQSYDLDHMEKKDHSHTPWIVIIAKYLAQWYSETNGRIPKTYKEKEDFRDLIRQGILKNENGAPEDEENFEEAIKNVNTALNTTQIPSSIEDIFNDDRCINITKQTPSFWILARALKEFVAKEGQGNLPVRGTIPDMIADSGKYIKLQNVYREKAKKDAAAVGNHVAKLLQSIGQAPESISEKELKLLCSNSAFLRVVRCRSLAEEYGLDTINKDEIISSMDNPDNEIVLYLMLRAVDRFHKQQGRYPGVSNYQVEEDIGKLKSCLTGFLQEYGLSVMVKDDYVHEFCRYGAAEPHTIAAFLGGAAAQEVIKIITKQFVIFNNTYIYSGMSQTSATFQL
Rin1-Abl PPI inh – inhibitors of human Rin1-Abl protein interaction | P00519+Q13671 | TR-FRET Rin1/Abl binding, biochemical | inhibition, % at 7.35 µM | 0.4% of 360,000 active; in the data active = inhibition above about 5%, passing the limit was not always enough
CSN inh – blocks human CSN-mediated cullin deneddylation. Q92905. Purified CSN, SCF-Nedd8-OG deneddylation, fluorescence polarization. inhibition, % at 12.5 µM. 0.38% of 360,000 active. AID 651999;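 active = pattern-corrected inhibition above about 35%, with an unprinted fluorescence ratio check between 0.5 and 1.5, limit read from the data, passing the limit was not always enough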;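 also: 0% = enzyme with substrate and 100% = substrate without enzyme; some results filed as inactive read as strong as hits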
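Material: purified human Csn5 enzyme expressed in HEK293T cells / Medium: Tris buffer pH 7.5, NaCl, DTT, Tween-20, trehalose, ovalbumin / Compound dosing: 12.5 µM single point / Schedule: 90 min incubation of compound, enzyme and substrate at room temperature / Signal: fluorescence polarization of the substrate / Control set: no-enzyme wells high, enzyme-with-substrate wells low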
FAS-TE inh – inhibitors of human fatty acid synthase thioesterase domain; recombinant FAS-TE, OMFH fluorogenic substrate, fluorescence endpoint; 0.67% of 360,000 active; P49327; inhibition, % at 15 µM; AID 602261;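 active = compounds whose normalised, plate-corrected inhibition of enzyme fluorescence in the single-dose primary screen is 50% or more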;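 also: 0% = DMSO with enzyme and 100% = substrate without enzyme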
eLon inh – inhibitors of E. coli Lon protease | P0A9M0 | purified E. coli Lon protease, fluorescence polarization | inhibition, % at 7.94 µM | 0.42% of 360,000 active | AID 602123; in the data active = inhibition above about 13%, passing the limit was not always enough;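 also: 0% = enzyme with probe and DMSO and 100% = no enzyme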
MsrA inhibitor – bovine MsrA inhibition; purified bovine MsrA, absorbance read-out; inhibition, % at 15.5 µM; 0.75% of 360,000 active; in the data active = inhibition above about 4.5%;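 also: 0% = vehicle wells with enzyme and 100% = reference inhibitor wells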
The depositor's hits bear a star; i = inactive; · = no result given; + = active, no number.

Start of the data: the first 2 compounds, ahead of the listing:
nr	Structure	MsrA act	TbMetRS inhib	MLLE-PAM2 inh	Neddyl block	Rin1-Abl PPI inh	CSN inh	FAS-TE inh	eLon inh	MsrA inhibitor
1	CC(NC(=O)c1ccc(N(C)C)c([N+](=O)[O-])c1)c1ccc(-n2ccnc2)cc1 (stereo not drawn)	-9	-0.4	-2	i	-6	2	46	0	1.2
2	OCCN1C2=NCCCN2c2ccccc21	-3	-0.3	-6	i	1	-2	-4	3	1.6

This part in full, from the start:
nr	Structure	MsrA act	TbMetRS inhib	MLLE-PAM2 inh	Neddyl block	Rin1-Abl PPI inh	CSN inh	FAS-TE inh	eLon inh	MsrA inhibitor
1	CC(NC(=O)c1ccc(N(C)C)c([N+](=O)[O-])c1)c1ccc(-n2ccnc2)cc1 (stereo not drawn)	-9	-0.4	-2	i	-6	2	46	0	1.2
2	OCCN1C2=NCCCN2c2ccccc21	-3	-0.3	-6	i	1	-2	-4	3	1.6
3	Cc1ccc(C(=O)NCCOC23CC4CC(CC(C4)C2)C3)cc1	-6	-1.6	0	i	0	6	1	2	-0.2
4	CCCn1c(SCC(=O)c2cc(OC)ccc2OC)nnc1-c1ccco1	-3	0.1	2	i	-3	-4	-3	-1	2.3
5	O=C(O)CCCNC(=O)CCCn1nnc2ccccc2c1=O	-1	-0.2	8	i	0	0	-4	-3	2.4
6	CCN(CC)c1ccc(CN(C(=O)c2ccco2)C2CCS(=O)(=O)C2)cc1 (stereo not drawn)	-9	-1.5	0	i	-1	3	-3	-3	·
7	CCOC(=O)C1=C(C)NC(=O)NC1c1ccccc1 (stereo not drawn)	-2	-0.2	-8	i	4	1	-10	7	-1.7
8	CCSc1nc2sc3c(c2c(=O)n1CC)CCC3	-6	-0.6	3	i	-1	-1	20	2	1.1
9	C=CCNc1nc(NCc2ccccc2)nc(OCC)n1	-1	-0.4	10	i	-1	-8	0	-4	0.1
10	CC(=O)C(=Cc1ccc(-c2ccccc2)cc1)C(=O)c1ccccc1	-5	-0.6	·	i	·	13	13	-7	1.0
11	Cc1ccc(S(=O)(=O)N2CCOCC2)cc1C(=O)NC(C)CCc1ccccc1 (stereo not drawn)	-3	0.2	14	i	0	-2	0	-11	0.8
12	COc1ccc(C(=O)NC(=S)Nc2cccc3nc(C)ccc23)cc1OC	0	-0.1	15	i	-6	1	0	-5	0.0
13	CCOc1cc(N2CCOCC2)c(OCC)cc1NC(=O)c1ccco1	-4	-0.3	-12	i	0	5	-7	2	2.6
14	Cc1c(OC(C)C(=O)N2C[C@H]3C[C@@H](C2)c2cccc(=O)n2C3)ccc2c3c(c(=O)oc12)CCC3 (stereo partly drawn)	-1	-0.1	3	i	1	3	-1	-1	3.0
15	Cc1cccc(NC(=O)c2cc(=O)n(Cc3ccccc3)c(=O)[nH]2)c1	-5	-0.4	-6	i	4	-4	4	-2	-0.2
16	CC(C)Nc1nc(-c2ccncc2)nc(-c2ccccc2)c1C#N	-3	-1.5	5	i	-2	0	-6	-3	-0.7
17	CCCCCn1nc(C(=O)OCc2nc(N)nc(Nc3ccccc3)n2)c2ccccc2c1=O	-4	0.6	7	i	2	5	10	-9	0.3
18	Cc1ccc2c(cnn2C(=O)CCC(=O)NCc2cccc(Cl)c2)c1	-1	-0.2	5	i	0	1	0	0	-1.0
19	CC1(C(=O)NS(=O)(=O)c2ccc(Cl)cc2)CCN1C(=O)c1ccc(C2CCCCC2)cc1 (stereo not drawn)	0	0.2	8	i	-2	-4	12	2	0.1
20	Cc1ccc(C(=S)N2CCCCCC2)cc1	-3	-0.7	24	i	0	7	1	-7	-0.1
21	O=C(NCCC(=O)N1CCN(C(=O)c2ccco2)CC1)c1ccccc1Cl	-3	-0.1	-5	i	1	-3	-8	-7	-1.4
22	Cc1cccc(Nc2c(F)c(F)c(F)c(F)c2C(=O)O)c1	-5	-0.2	-8	i	0	-5	1	-4	1.9
23	c1cncc(-c2ccc3ncnc(NCc4ccc5c(c4)OCO5)c3c2)c1	-3	0.6	-4	i	0	3	-1	8	1.3
24	O=C(CSc1nnnn1-c1ccccc1)NCC1(N2CCCCC2)CCCCC1	-2	-0.1	-5	i	2	-4	-3	-11	-0.6
25	COc1ccc(-c2ccc(CN3C(C(C)C)C(=O)N(Cc4cn(CC5CCCCC5)nn4)CCS3(=O)=O)cc2)cn1 (stereo not drawn)	-3	-0.4	0	i	3	1	3	-6	-0.2
26	O=C(NC12CC3CC(CC(C3)C1)C2)N1CCC(O)CC1	0	-0.5	9	i	0	0	-4	-2	-0.7
27	O=C(c1ccccc1)c1cc([N+](=O)[O-])ccc1N1CCCC1	-5	0.0	2	i	0	-9	30	-2	1.4
28	Nc1ccn(CC(=O)NCc2ccccc2)c(=O)n1	-8	-0.3	-1	i	-1	3	-8	-3	-0.5
29	S=c1[nH]nc(-c2ccccc2Cl)n1CC1CCCO1 (stereo not drawn)	-2	-0.3	-15	i	1	3	-11	0	-0.7
30	COc1cc(O)c(C(CC(=O)N2CCN(c3ccccc3)CC2)c2ccc(N(C)C)cc2)c(OC)c1 (stereo not drawn)	-2	-0.5	-4	i	2	0	2	4	-0.2
31	C=CCC(C(=O)OC)(C(=O)OC)c1ccc([N+](=O)[O-])cc1[N+](=O)[O-]	-2	1.8	6	i	-2	-1	1	0	0.9
32	COc1ccc(N2C(=O)c3ccccc3NC2c2ccccc2O)cc1 (stereo not drawn)	-2	-0.6	-2	·	6	-6	0	-2	-0.2
33	Clc1cncc(Cl)c1N/N=C/c1ccncc1	-5	-0.3	4	i	-3	-5	-3	1	4.9*
34	CC1=C[C@@H](C)[C@@H](c2ccc(C(F)(F)F)cc2)OC1=O	-3	-0.1	2	i	2	1	-11	2	0.6
35	CCCOC(=O)C(C)n1cnc2sc(C)c(C)c2c1=O (stereo not drawn)	-5	-1.7	-1	i	0	2	-11	-7	0.7
36	Nc1c(Cl)ncnc1N1CCOCC1	-2	-0.1	-3	i	1	8	-10	0	-0.1
37	CCOC(=O)N1CCC(NC(=O)C2CCCN(Cc3nc(-c4ccc(CC)cc4)oc3C)C2)CC1 (stereo not drawn)	-10	-1.3	4	i	2	-4	-3	6	-0.4
38	COc1cccc(CNC(=O)[C@@H]2CCCN2C(=O)[C@H]2CCCCN2C(=O)c2ccc(Cl)cc2)c1	-6	-1.0	·	i	·	2	-6	5	1.6
39	COC(=O)C(N)CCCCN (stereo not drawn)	5	-0.8	7	i	4	6	-2	-3	0.6
40	Clc1cccc(CN2CCC3CC2c2cc(N4CCCCC4)ccc23)c1 (stereo not drawn)	-2	-0.3	0	i	0	-5	1	2	-0.1
41	CCOc1cccc(C2C(C(=O)c3ccc(C)o3)=C(O)C(=O)N2Cc2ccncc2)c1 (stereo not drawn)	-8	-0.9	5	i	-2	0	-6	-6	1.7
42	CCC(c1nnnn1C1CCCCC1)N(Cc1ccco1)Cc1cc2ccc(OC)cc2[nH]c1=O (stereo not drawn)	-8	-1.1	-7	i	1	0	40	-1	-0.5
43	COCc1ccccc1C1=CC(=O)C[C@H](c2ccc(OC)cc2)C1	0	0.1	9	i	2	-2	6	6	-0.3
44	Cc1ccc(S(=O)(=O)N2CCN(C(=O)COC(=O)CCOc3ccc(C(C)(C)C)cc3)CC2)cc1	-1	-0.1	-6	i	1	2	39	-2	-1.7
45	CC(C)(C)c1ccc(/C=C2\CCn3c2nc2cc(C(=O)O)ccc2c3=O)cc1	-7	-1.5	-12	+	-3	4	84*	-4	·
46	Cc1cc(N2C(=O)c3ccc(C(=O)Nc4ccccc4O)cc3C2=O)no1	-3	-0.2	3	i	-2	4	-3	6	-0.7
47	CCOc1ccc(N2C(=O)Nc3ccc(Br)cc3C2(O)C(=O)NCCCN(C)C)cc1 (stereo not drawn)	-2	-0.3	-3	i	2	0	-4	0	-1.3
48	O=c1c2ccccc2nnn1CSc1nnc(-c2cccnc2)n1-c1ccccc1F	1	-0.8	-9	i	2	-5	-3	5	0.1
49	O=C(/C=N/O)NCC1CCNCC1	-4	-1.6	-4	i	0	-2	-7	-5	0.4
50	CCCCn1c(SCC(=O)N2CCC(C)CC2)nc2ccsc2c1=O	-14	-1.2	18	i	-1	-1	12	-5	-0.1
51	O=C(COC(=O)c1ccccc1C(=O)N1CCN(c2ccccc2)CC1)NCc1ccccc1	-3	-0.9	20	i	0	-11	4	23*	0.5
52	O=C(NCc1nnc(SCC(=O)N2CCCC2)o1)c1c(F)cccc1Cl	-1	-0.1	3	i	4	2	-2	-13	0.3
53	CCCCn1c(=O)c(CCC(=O)OCC(=O)Nc2cccc3ccccc23)nc2ccccc21	-2	0.1	-3	i	0	4	20	2	-0.6

5 compounds picked at random from those above, as already listed:
nr	Structure	MsrA act	TbMetRS inhib	MLLE-PAM2 inh	Neddyl block	Rin1-Abl PPI inh	CSN inh	FAS-TE inh	eLon inh	MsrA inhibitor
31	C=CCC(C(=O)OC)(C(=O)OC)c1ccc([N+](=O)[O-])cc1[N+](=O)[O-]	-2	1.8	6	i	-2	-1	1	0	0.9
35	CCCOC(=O)C(C)n1cnc2sc(C)c(C)c2c1=O (stereo not drawn)	-5	-1.7	-1	i	0	2	-11	-7	0.7
39	COC(=O)C(N)CCCCN (stereo not drawn)	5	-0.8	7	i	4	6	-2	-3	0.6
42	CCC(c1nnnn1C1CCCCC1)N(Cc1ccco1)Cc1cc2ccc(OC)cc2[nH]c1=O (stereo not drawn)	-8	-1.1	-7	i	1	0	40	-1	-0.5
52	O=C(NCc1nnc(SCC(=O)N2CCCC2)o1)c1c(F)cccc1Cl	-1	-0.1	3	i	4	2	-2	-13	0.3
